Compound activity (PubChem BioAssay)
M1 PAM parental = M1 PAM counterscreen hit in parental CHO-K1 cells; activation, % at 3 µM; ATP EC20, Fluo-8 calcium fluorescence; 0% at ATP EC20, 100% at ATP max; hit rate 0.02% among 360,000;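 active = activation above the run cutoff, the mean activation of all test compounds plus 3 SD, cut at about 40% in these data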;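 note: peak over basal fluorescence ratio in a 140 s read after ATP addition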
CHRM5 antagonist = CHRM5 antagonism in calcium assay; P08912; CHO-hM5 cells, Fluo-8 calcium fluorescence, ACh EC80; inhibition, % at 3 µM; hit rate 0.59% among 360,000; AID 624040;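 active = inhibition above a per-plate cutoff, the mean of that plate's test compounds plus 3 SD, cut at about 27% in these data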;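 note: 0% = acetylcholine EC80 with DMSO and 100% = DMSO without agonist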
CHRM4 PAM = CHRM4 positive allosteric modulation; P08173; CHO-K1 hM4/Gqi5, Fluo-8 calcium fluorescence, ACh EC20; 0% = ACh EC20, 100% = maximal ACh; activation, % at 3 µM; hit rate 0.4% among 360,000;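 active = activation above its plate's cutoff, the mean activation of sample wells plus 3 SD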; note: some results filed as inactive read as strong as hits
Target sequence (P08173 whole entry, looked up): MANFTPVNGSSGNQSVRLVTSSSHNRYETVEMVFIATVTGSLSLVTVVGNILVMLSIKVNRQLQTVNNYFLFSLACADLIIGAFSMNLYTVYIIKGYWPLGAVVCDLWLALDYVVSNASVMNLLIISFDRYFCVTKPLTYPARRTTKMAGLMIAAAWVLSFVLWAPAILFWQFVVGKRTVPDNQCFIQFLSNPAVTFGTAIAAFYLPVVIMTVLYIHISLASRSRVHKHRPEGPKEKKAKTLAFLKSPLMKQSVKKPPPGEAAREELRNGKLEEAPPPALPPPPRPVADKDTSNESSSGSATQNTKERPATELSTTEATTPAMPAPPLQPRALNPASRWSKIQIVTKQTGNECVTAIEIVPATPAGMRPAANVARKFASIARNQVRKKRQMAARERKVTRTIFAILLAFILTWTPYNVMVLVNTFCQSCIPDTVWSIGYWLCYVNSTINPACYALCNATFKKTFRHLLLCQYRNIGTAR
CRFR2-BP ag = CRF-BP/CRF-R2 complex agonism. HEK293 CRF-R2/CRF-BP, calcium dye fluorescence (FLIPR); percent of saturating CRF peptide response. activation, % at 13.2 µM. hit rate 0.46% among 350,000. AID 588473;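 active = activation of at least 50%, plus an integration ratio under a set limit after plate pattern correction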;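 note: plate controls were neutral control wells without compound for no effect and CRF at EC100 for full effect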
CHRM5 PAM = CHRM5 positive allosteric modulation; P08912; CHO-K1 hM5, Fluo-8 calcium, ACh EC20 PAM; 0% = ACh EC20, 100% = ACh EC100; activation, % at 3 µM; hit rate 0.3% among 360,000;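 active = activation above the run cutoff, the mean activation of all test compounds plus 3 SD, cut at about 18% in these data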
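Measured by: Fluo-8 calcium fluorescence; material: human M5 receptor in CHO-K1 cells; schedule: Post-acetylcholine fluorescence recording 140 s; benchmarks: low control EC20 acetylcholine (0%), high control EC100 acetylcholine (100%); read-out: Max/basal fluorescence ratio as % of EC20–EC100 ACh window; compound: single dose, 3 µM nominal final test concentration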
CRFBP-R2 block = CRF-BP/CRF-R2 complex antagonism; HEK293 CRF-R2/CRF-BP, CRF-induced calcium fluorescence; inhibition, % at 11.8 µM; hit rate 0.59% among 350,000; AID 588475;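 active = inhibition of the ligand-induced calcium signal above about 50% at the single tested concentration, limit read from the data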
M5 ag = CHRM5 agonism in calcium assay; P08912; CHO-K1 hM5 cells, Fluo-8 calcium fluorescence; 0% DMSO wells, 100% maximal acetylcholine response; activation, % at 3 µM; hit rate 0.19% among 360,000;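 active = activation above the run's mean over test compounds plus 3 SD, cut at about 23% in these data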;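 note: signal is peak over basal fluorescence ratio across the kinetic read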
TAAR1 ag = agonists of human TAAR1; hit rate 0.99% among 360,000; Q96RJ0; activation, % at 3 µM; CHO RD-HGA16 TAAR1, Fluo-8 calcium fluorescence; vehicle wells 0%, saturating PEA agonist 100%; AID 624467;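 active = activation above the mean activation of all test compounds in the run plus 3 SD, cut at about 38% in these data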
Target sequence (Q96RJ0 whole entry, looked up): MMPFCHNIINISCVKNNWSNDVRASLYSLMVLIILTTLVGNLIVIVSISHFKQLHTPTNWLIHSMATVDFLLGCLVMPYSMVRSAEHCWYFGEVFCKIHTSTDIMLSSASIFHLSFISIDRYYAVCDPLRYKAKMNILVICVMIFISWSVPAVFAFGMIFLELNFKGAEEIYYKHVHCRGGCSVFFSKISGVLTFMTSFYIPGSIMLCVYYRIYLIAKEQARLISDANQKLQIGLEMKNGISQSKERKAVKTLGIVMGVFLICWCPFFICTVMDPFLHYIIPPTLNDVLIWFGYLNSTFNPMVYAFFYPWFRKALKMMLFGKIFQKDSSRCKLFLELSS
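test system = CHO RD-HGA16 cells carrying human TAAR1 plus Gα16 | schedule = 17-24 h seeding, 75 min 37 °C dye, 30 min RT | compound dosing = 3 µM single concentration | control set = DMSO and PEA EC100 | replicates = n 1 | signal = Fluo-8 fluorescence, 5 s baseline then 140 s kinetic read | measure = percent activation vs PEA EC100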
TAAR1 antag = antagonists of human TAAR1; Q96RJ0; hit rate 1.5% among 360,000; inhibition, % at 3 µM; CHO RD-HGA16 TAAR1, Fluo-8 calcium fluorescence, antagonist;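 active = inhibition above a per-plate cutoff, the mean inhibition of test compounds on that plate plus 3 SD, cut at about 49% in these data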;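 note: 0% = DMSO plus EC80 beta-PEA response and 100% = DMSO alone without agonist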
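Assay system: RD-HGA16 CHO cells with stable hTAAR1 and Gα16 / Reagent: EC80 β-phenethylamine stimulus / Doses: 3 µM, single point / Timing: dye loading 75 min at 37 °C, then 30 min room temperature / Measured by: Fluo-8 intracellular calcium dye fluorescence, real-time kinetic reads / Controls: vehicle wells and EC80 agonist wells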
Active calls of the source: *; . = no result given.

nr	Structure	CHRM5 antagonist	TAAR1 ag	CRFR2-BP ag	M5 ag	CRFBP-R2 block	CHRM4 PAM	M1 PAM parental	CHRM5 PAM	TAAR1 antag
1	CC1(C)CC(=O)C(CCC(=O)c2ccccc2)C(C)(C)N1 (stereo unspecified)	-2	3	-0.3	-3	7	4	0	-1	12
2	N#C/C(=C\c1ccc(-c2nc3ccccc3s2)o1)C(N)=O	7	8	0.6	-6	-5	-6	-21	-7	30
3	C=CCNc1nc(NCCNC(C)=O)c2sc(-c3ccccc3)cc2n1	-6	3	.	-1	.	-5	1	-6	8
4	CC1CCc2nn(CC(=O)NC3CCCC3)cc2C1 (stereo unspecified)	4	0	-2.6	2	16	-3	8	-5	0
5	CC/C(=N\Nc1ccc([N+](=O)[O-])cc1)c1ccccc1	-4	.	0.1	-7	-19	-12	1	-15	.
6	COc1cc(/C=C2\C(=O)ON=C2c2ccccc2)cc(Br)c1O	16	9	20	-1	-44	-2	-17	0	12
7	O=C(Cc1ccc(O)cc1)N/N=C/c1cccnc1	2	1	0.2	-3	0	7	-13	-1	4
8	Cc1nn(Cc2ccccc2)c(C)c1C(=O)NCCCN1CCCC1=O	21	2	-1.6	2	-6	5	2	-4	-14
9	O=C(CCc1ccccc1)NNC(=S)NC(=O)c1ccccc1	-4	88*	80*	3	20	4	-6	3	17
10	COC(=O)CSc1nc(NC(C)C)nc(N2CCOCC2)n1	-1	4	-1.1	-1	15	4	10	-4	10
11	S=c1[nH]nc(C2CCCCC2)n1/N=C/c1cccc(Br)c1	11	0	-1.3	-2	10	1	-4	-8	-17
12	COC(=O)c1cccc(NS(=O)(=O)c2ccc(OC)cc2)c1C	-5	14	-2.7	-2	-1	1	10	-2	-3
13	CN1CC(=O)Nc2ccc(F)cc2C1=O	4	0	-0.5	3	5	0	-4	-5	0
14	N#Cc1ccccc1NC(=O)CN1CCN(Cc2ccccc2)CC1	4	1	-1.1	-8	0	-1	6	-1	-9
15	CC(Oc1ccc(F)cc1)C(=O)Nc1ccc2ccccc2c1 (stereo unspecified)	3	2	-0.6	-1	14	-2	0	-5	3
16	CC(=O)c1ccc(NC(=S)NCc2ccc(Cl)cc2Cl)cc1	29*	25	11	8	-27	-18	-12	-25	26
17	COc1ccc(OC)c(S(=O)(=O)NC(C)CCc2ccccc2)c1 (stereo unspecified)	8	-1	-0.3	-2	10	-4	23	5	-12
18	Cc1ccc(C)c(Nc2c([N+](=O)[O-])c(=O)oc3ccccc23)c1	-2	-1	0.0	-4	-5	-2	14	0	-10
19	CC(C)(C)C(=O)OCC1OC(n2cnc(C(N)=O)n2)C(O)C1O (stereo unspecified)	-3	9	4.5	-2	9	12	9	-2	-12
20	CCOC(=O)c1cc(NC(=O)Nc2ccccc2Cl)c(C)nc1C	-3	3	-1.7	2	-32	0	-5	3	16
21	CCN(CC)C(=O)c1cccc(NC(=O)C2=COCCO2)c1	2	8	-0.2	2	9	2	-16	7	20
22	CC1(C(=O)NS(=O)(=O)c2ccc(Cl)cc2)CCN1C(=O)COc1ccc(Cl)cc1 (stereo unspecified)	0	1	.	1	.	5	-3	4	-9
23	O=C1N=c2ccccc2=C1c1c(O)n(-c2cccc(F)c2)[nH]c1=O	9	2	-0.7	-1	-25	2	4	0	14
24	COc1ccc(NS(=O)(=O)c2cccc(C(=O)NCC(c3ccco3)N(C)C)c2)cc1 (stereo unspecified)	8	9	0.7	-7	-2	5	14	-7	-11
25	COc1cccc(S(=O)(=O)Nc2ccc3c(c2)C(=O)N(C)C[C@H](OC)[C@H](C)CN[C@@H](C)CO3)c1	-5	0	.	-2	.	3	.	5	-18
26	O=C(NCC(c1ccco1)N1CCCC1)c1ccccc1Sc1ccc(C(F)(F)F)cc1[N+](=O)[O-] (stereo unspecified)	23	2	3.6	-8	12	-13	2	-36	-11
27	CC(C)CCn1c(=O)c2c(nc3n2CCCN3Cc2ccccc2)n(C)c1=O	17	3	-1.0	-1	12	0	13	-6	-7
28	Cc1[nH]c2ccccc2c1C(=O)C(=O)N(C)C1CCCCC1	4	2	0.8	-3	-3	0	8	7	6
29	O=C(C1CCCO1)N1CCC(O)(c2ccccc2)CC1 (stereo unspecified)	-4	1	0.5	2	4	20*	-2	3	3
30	CC(C)(C)c1cc(NS(=O)(=O)c2ccc3c(c2)OCCO3)on1	10	3	-1.7	2	-6	0	17	-6	-16
31	CCOC(=O)CNc1nc(Oc2ccc(=O)n(C)n2)nc(N(CC)CC)n1	4	4	-1.8	-1	-1	-3	5	-5	-5
32	COc1ccc(CCNS(=O)(=O)c2ccc(Br)s2)cc1	-3	-2	2.0	-3	11	2	-4	2	-2
33	COc1ccc(C/C(N)=N/n2cnnc2)cc1Cl	4	1	0.3	-1	-5	16	-8	2	-8
34	C[C@H](CO)N1C[C@H](C)[C@H](CN(C)C(=O)Nc2cccc(C(F)(F)F)c2)OCc2cnnn2CCCC1=O	18	1	5.8	0	-1	-3	2	-8	15
35	Cc1ccc(NC(=O)Cn2nnc(-c3ccccc3-n3cnnn3)n2)c(C)c1	9	7	0.7	0	-2	4	9	-2	17
36	Cc1nnc(SCC(=O)Nc2ncc3c(n2)CC(c2ccccc2)CC3=O)s1 (stereo unspecified)	-4	6	-0.4	-1	36	11	-4	9	1
37	CCc1sc(-c2ccccc2)nc1C(=O)OC	5	5	-7.1	3	-3	1	-6	2	-22
38	CCOC(=O)C1CCN(C(=S)Nc2cc(C)ccc2C)CC1	-2	0	0.3	2	18	-2	6	-2	-4
39	Cc1ccc(NC(=O)COC(=O)COc2cccc3c2OC(C)(C)C3)cc1S(=O)(=O)N1CCOCC1	0	8	-0.9	3	4	1	2	-5	5
40	Cn1c(=O)c2[nH]c(N=Nc3ccc(N)cc3N)nc2n(C)c1=O	0	6	-1.8	3	2	10	-17	13	-3
41	Oc1ccccc1CNc1nccs1	-1	1	-0.4	-4	5	-2	-9	3	-16
42	COc1ccccc1NS(=O)(=O)c1cccc(NC(=O)C2CC(=O)N(Cc3ccccc3)C2)c1 (stereo unspecified)	0	4	0.6	1	-9	5	-5	0	-13
43	CCn1c(SCC(=O)NC2CCCCC2)nc2c(c1=O)SCC2	-7	-2	-0.8	-1	11	7	-6	2	-58
44	Cc1cc(C)n(/N=C/c2ccc(O)cc2)c(=O)c1C#N	7	5	0.0	-4	-1	-5	-2	-8	4
45	O=C1CC(NS(=O)(=O)c2cccs2)CN1c1ccccc1 (stereo unspecified)	0	1	4.9	2	2	2	16	4	-7
46	COC(=O)c1c(-c2ccc(C)cc2)csc1NC(=O)Cc1ccc(OC)c(OC)c1	15	4	35	-3	-58	-6	0	-8	55*
47	CCC(=O)c1cc2c(C)cc(=O)oc2c(C)c1OC(=O)C(C)C	-3	-1	-1.4	-1	-16	3	0	4	-12
48	COc1ccc2c(=O)cc(C(=O)O)oc2c1	10	2	-2.6	1	-22	-5	10	-8	9
49	COc1cccc(N2CC(NC(=O)C(=O)c3c[nH]c4ccccc34)CC2=O)c1 (stereo unspecified)	-12	10	1.1	-2	10	-10	-14	-6	7
50	COc1ccc(Cn2c(=S)[nH]c3cc(C(=O)N4CCN(c5ccccc5)CC4)ccc3c2=O)cc1	16	2	-0.1	-2	-4	0	-12	-8	-12

(cont.)
nr	Structure	CHRM5 antagonist	TAAR1 ag	CRFR2-BP ag	M5 ag	CRFBP-R2 block	CHRM4 PAM	M1 PAM parental	CHRM5 PAM	TAAR1 antag
51	O=C1N=C(N2CCC(Cc3ccccc3)CC2)S/C1=C/c1cn[nH]c1-c1ccccc1	-6	11	0.3	0	18	2	-8	0	42
52	O=C(N/N=C\c1ccc(CNS(=O)(=O)c2ccc(Cl)cc2)o1)C(=O)Nc1ccc(Oc2ccccc2)cc1	3	4	13	-2	-4	-1	11	-7	7
53	CC(Oc1ccccc1F)C(=O)NNC(=O)Cc1ccc(S(=O)(=O)N2CCOCC2)s1 (stereo unspecified)	8	6	1.3	1	2	3	9	0	-13
54	Cc1ccc(C)c(N2CCN(C(=O)CCCn3c(=S)[nH]c4cc5c(cc4c3=O)OCO5)CC2)c1	-4	0	2.0	2	25	21	7	2	-14
55	CCOc1ccc(Cn2nnc(C(=O)NCCc3ccccc3)c2N)cc1	0	18	-0.8	1	4	1	1	-11	-8
56	O=C1C2=C(SCCS2)C(=O)N1c1ccccc1	12	6	17	-4	-19	0	14	-8	17
57	O=C(O)CN1C(=O)C2C3C=CC(C2C1=O)C1C(=O)N(CC(=O)O)C(=O)C31 (stereo unspecified)	-8	0	1.2	-1	-15	5	-4	5	-19
58	CCn1c(-c2ccc(C)cc2)n[nH]c1=S	11	5	0.8	-6	-2	-5	15	-5	2
59	COc1ccc(S(=O)(=O)CC(O)CN2CCCC2=O)cc1 (stereo unspecified)	1	7	-1.1	-1	2	-2	7	-2	12
60	CC(C)C[C@H](NC(=O)c1nc[nH]c1C(=O)N1CCN(c2ccccc2)CC1)C(=O)OCc1ccccc1	3	3	14	-2	-13	-2	-12	-8	25
61	Cc1ccc2c(CN3CCC(C)CC3)cc(=O)oc2c1C	3	0	-7.0	-6	-8	3	11	-3	-21
62	CC1=CC(C)(C)N2C(=O)C3(C(C#N)=C(N)OC4=C3C(=O)CC(C)(C)C4)c3cc(C)cc1c32 (stereo unspecified)	1	8	31	2	-91	15	9	3	-12
63	COc1ccc(C(=O)NC2CCN(CC(=O)Nc3cccc(OC)c3)CC2)cc1	3	3	-2.3	0	1	-2	-11	0	6
64	CC1C(=O)N(Cc2cn(CC3CCCCC3)nn2)CCS(=O)(=O)N1Cc1ccc(-c2ccccc2)cc1 (stereo unspecified)	2	0	4.1	1	-26	0	13	-2	-18
